RXFP1 agonist = activates the human relaxin receptor RXFP1; HEK293T-RXFP1 cAMP TR-FRET, 30 min; response scale: percent of porcine relaxin response, buffer zero; Potency, µM (series often up to 57.5 µM), for inactives: top-dose activation, most hits filed as activators; actives 0.3% (n = 370,000); further: potency means the concentration at half of the fitted maximal effect; on the % scale 0 is the no-effect control and ±100 the full control effect; nearly all actives have a fitted effect of over 60% in size; many of its hits are not listed in these tables
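cAMP rise read by TR-FRET after 30 min, 37C compound exposure (up to 58 uM) in RXFP1-transfected HEK293 cells with Ro 20174 present. EC50 from Hill-equation fits, with 29 nM porcine relaxin as 100% and buffer as basal.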
D1 agonist = activates the human D1 dopamine receptor. P21728. HEK293 T-REx D1 cells, calcium flux, agonist mode. activation, % at 2 µM. actives 1% (n = 360,000). AID 504660; in the data active means activation above about 30%; further: 0% is about no effect
Target sequence (P21728 whole entry, looked up): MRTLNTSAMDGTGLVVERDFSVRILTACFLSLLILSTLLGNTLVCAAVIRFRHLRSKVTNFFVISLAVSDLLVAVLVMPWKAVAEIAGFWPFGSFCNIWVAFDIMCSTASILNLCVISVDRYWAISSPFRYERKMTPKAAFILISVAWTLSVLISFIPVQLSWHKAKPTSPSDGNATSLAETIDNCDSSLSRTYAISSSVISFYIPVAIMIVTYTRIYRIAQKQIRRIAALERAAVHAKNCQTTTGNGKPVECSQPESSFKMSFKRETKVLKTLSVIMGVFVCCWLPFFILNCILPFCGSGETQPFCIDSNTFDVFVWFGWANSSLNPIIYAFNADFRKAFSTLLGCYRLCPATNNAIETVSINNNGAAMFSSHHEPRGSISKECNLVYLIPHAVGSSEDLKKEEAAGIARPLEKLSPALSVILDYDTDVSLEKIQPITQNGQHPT
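Agonism was scored from calcium flux recorded over 180 s (1 read/s) after pintool compound addition, following a 10-cycle baseline. Cells were inducible force-coupled HEK293 TREx D1, plated overnight at 30 C and loaded with no-wash calcium dye.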
D1 antagonist = antagonists of human D1 dopamine receptor. actives 3.2% (n = 360,000). P21728. activity change, negative = inhibition, % at 10 µM. AID 504652. HEK293 TREx D1 cells, calcium flux, dopamine EC80; stronger effect = lower value; in the data active means activity change below about -30%; further: on the % scale 0 is the no-effect control and ±100 the full control effect
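Allosteric or orthosteric antagonism assessed as attenuation of the calcium response to EC80 dopamine, added 180 s after compound, in induced HEK293 Trex D1 cells loaded with no-wash calcium dye.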
D1 PAM = enhances dopamine response at the human D1 receptor. potentiation, % at 10 µM. HEK293 TREx D1 cells, calcium flux, dopamine EC20 potentiation. actives 0.036% (n = 360,000). P21728; in the data active means potentiation above about 30%; further: 0% is about no effect
Vif-A3F inh = inhibitors of Vif-A3F interaction. actives 0.2% (n = 390,000). HeLa A3F-eYFP + Vif (tagged APOBEC3F with the HIV-1 protein that degrades it), YFP fluorescence increase. Potency, µM (top dose mostly 46.1 µM), for inactives: at the highest dose activity, negative = active; further: potency means the concentration at half of the fitted maximal effect; % of control where 0% means no effect; nearly all actives have a fitted effect of over 65% in size
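HeLa cells stably expressing Vif plus C-terminally eYFP-tagged A3F were seeded, incubated overnight at 37 deg C, dosed with compound, incubated overnight again at 37 deg C. Yellow fluorescence (Ex 488/Em 500-530) reported blocked Vif-mediated A3F-eYFP degradation.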
LDHA inh = blocks human lactate dehydrogenase A. P00338. purified LDHA, NADH/diaphorase-resazurin fluorescence; stronger effect = lower value. activity change, % (values are at about 110 or 230 µM). actives 0.15% (n = 480,000). AID 1347041; in the data active means activity change below about -30%; inconclusive means mostly about -25% to -30%;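 further: plate controls were DMSO wells for no effect and wells without enzyme for full effect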
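Remaining NADH was detected by diaphorase (0.133 mg/mL) converting 37 µM resazurin to fluorescent resorufin, read at 0 and 20 minutes. The preceding 5-minute room-temperature reaction used 2 nM LDHA, 0.2 mM sodium pyruvate and 0.06 mM NADH at pH 7.4.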
D2 potentiator = positively modulates the human D2 dopamine receptor allosterically. AID 485347. potentiation, % at 10 µM. HEK293 T-REx D2, calcium flux, EC20 dopamine potentiation. actives 0.34% (n = 340,000). P14416;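 active means potentiation over 3 SD above the plate norm, cut at about 30% in these data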; further: 0% is about no effect
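Tetracycline-induced Hek293 Trex D2 cells, force-coupled to calcium, loaded with no-wash calcium dye. Compound added with 180 s kinetic read for agonism, then EC20 dopamine and a further 180 s read for potentiation.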
Vif-A3G inh = Vif-A3G binding inhibition | Potency, µM (titrated, usually from 46.1 µM), for the others: at the top dose activity, negative = active, usual class: inhibitors | HeLa A3G-eYFP + Vif (tagged APOBEC3G with the HIV-1 protein that degrades it), YFP fluorescence, overnight | actives 0.076% (n = 410,000) | AID 602310 | Q9HC16;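 further: potency means the concentration at half of the fitted maximal effect; on the % scale 0 is the no-effect control and ±100 the full control effect; nearly all actives have a fitted effect of over 60% in size; hits raise eYFP signal because A3G escapes Vif-driven loss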
Target sequence (Q9HC16 whole entry, looked up): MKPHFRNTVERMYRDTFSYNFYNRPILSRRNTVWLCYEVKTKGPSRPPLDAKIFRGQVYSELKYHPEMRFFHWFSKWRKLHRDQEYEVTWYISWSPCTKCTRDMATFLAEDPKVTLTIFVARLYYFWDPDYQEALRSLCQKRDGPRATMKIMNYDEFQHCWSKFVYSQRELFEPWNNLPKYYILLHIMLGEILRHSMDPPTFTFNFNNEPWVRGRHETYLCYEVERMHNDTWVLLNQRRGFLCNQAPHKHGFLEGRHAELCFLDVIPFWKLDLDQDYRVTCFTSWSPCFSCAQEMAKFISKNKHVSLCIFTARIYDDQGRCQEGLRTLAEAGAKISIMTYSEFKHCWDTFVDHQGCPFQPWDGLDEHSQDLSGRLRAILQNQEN
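Read-out is eYFP fluorescence (Ex 488/Em 500-530) from Vif-expressing HeLa A3G-eYFP cells; more signal means A3G escaped Vif-mediated degradation. Cells plated overnight, compound pinned in, incubated overnight at 37 deg C.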
GRP78 ERSR act = induces the endoplasmic reticulum stress response in human glioma cells; U87-MG GRP78 promoter luciferase reporter, 16 h; Potency, µM, for the others: at the top dose activation, actives largely listed as activators; actives 0.02% (n = 420,000); further: potency means the concentration at half of the fitted maximal effect; series mostly up to about 76 µM; % of control where 0% means no effect; nearly all actives have a fitted effect of over 35% in size
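Stably transfected U87-MG glioma cells carrying a GRP78-based luciferase sensor; 16 h compound incubation. Luminescence end-point read 10 min after Bright-Glo addition at room temperature.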
Active calls of the source: *; ? = inconclusive; . = not tested or not shown; & = joins results of further samples. Unless noted, the call rests on the fitted dose curve; in most records, active means well fitted curve in the direction sought with a large enough effect; inconclusive means small, poorly fitted or top-dose-only effect, or another doubt; inactive means no such curve, though single readings can be large; an effect the other way counts as inactive or inconclusive. An excerpt. The share of hits here may be higher or lower than overall.

SMILES	RXFP1 agonist	D1 agonist	D1 antagonist	D1 PAM	Vif-A3F inh	LDHA inh	D2 potentiator	Vif-A3G inh	GRP78 ERSR act
CCCCCCCCn1sccc1=O	-0.5%	2	.	-6	?	-3	13	-17%	-12%
CN1CCN(c2ccc(C=O)cc2)CC1	-0.4%	2	-9	-7	.	-4	.	1%	-2%
Cc1nc2cc(C(F)(F)F)ccc2n1C1CCN(Cc2nnnn2Cc2ccc3c(c2)OCO3)CC1	0.7%	25	-22	-14	2%	-3	4	-2%	-8%
C[C@@H]1C[C@@H]2O[C@H]2/C=C\C=C\C(=O)Cc2c(Cl)c(O)cc(O)c2C(=O)O1	-0.8%	5	7	6	3%	0	2	?	-7%
O=P(Nc1cccnc1)(Oc1ccccc1Cl)Oc1ccccc1Cl	0.5%	-1	13	11	10%	-2	0	-14%	-2%
CN1C(=O)NC(=O)/C(=C\c2ccc([N+](=O)[O-])o2)C1=O	1.5%	0	-3	-4	-16%	31	-3	-17%	-4%
O=C(C[N+]12CCC(CC1)C(OC(=O)c1ccccc1)C2)c1ccc([N+](=O)[O-])cc1 (stereo not drawn)	-0.5%	3	-5	-6	8%	-6	4	6%	-2%
COc1cc2c(c(OC)c1OC)-c1ccc(O)cc1[C@@H](NC(C)=O)CC2	0.6%	3	-17	0	-19%	-3	-2	-47%	-3%
O=C(Cc1ccccc1)OCCN1CCOCC1	0.1%	2	-11	2	-12%	-7	1	0%	-6%
COc1ccccc1N1CCN(Cc2ccccc2Cl)CC1	-0.2%	2	11	-3	6%	-20	-21	0%	1%
CCCn1c(C(=O)c2ccccc2OC)nc2ccccc21	1.4%	0	-1	-3	4%	-3	3	4%	-1%
CC1(CCCc2ccc(N(CCCl)CCCl)cc2)NC(=O)NC1=O (stereo not drawn)	.	.	.	.	-5%	2	.	10%	-2%
CC(Cc1ccccc1)NC(=O)Cc1ccc([N+](=O)[O-])cc1 (stereo not drawn)	0.2%	11	1	-3	0%	-7	8	0%	-4%
c1ccc2sc(C3CCNCC3)nc2c1	0.0%	2	8	2	-3%	-6	-8	0%	0%
O=C(Nc1ccc(OC(=O)N2CCCCC2)cc1)N1CCOCC1	6.5%	3	1	1	4%	-3	-9	-1%	-16%
Clc1ccc(C2NCCc3[nH]cnc32)cc1 (stereo not drawn)	2.4%	0	2	-5	6%	-12	10	0%	-1%
CS(=O)(=O)c1ccc(C2=C(CNC(=O)c3cccs3)[C@H]3CC[C@@H](C2)N3Cc2ccco2)cc1	.	.	.	.	-1%	-10	.	-2%	-2%
O=c1c2ccccc2nc(-c2ccccc2)n1-n1cccc1	4.0%	0	-23	-3	-11%	-2	-4	0%	-5%
Cn1c(O)c(C(=NCCN2CCCCC2)c2ccccc2Cl)c(=O)n(C)c1=O	0.3%	1	12	3	-6%	-7	-1	1%	-1%
COc1ccc(C2NCc3ccccc3-n3cccc32)cc1 (stereo not drawn)	0.3%	10	11	-1	4%	-1	-11	-3%	-5%

An excerpt from above, reduced to Vif-A3F inh and D1 PAM.
molecule	Vif-A3F inh	D1 PAM
Cc1nc2cc(C(F)(F)F)ccc2n1C1CCN(Cc2nnnn2Cc2ccc3c(c2)OCO3)CC1	2%	-14
Cn1c(O)c(C(=NCCN2CCCCC2)c2ccccc2Cl)c(=O)n(C)c1=O	-6%	3
COc1cc2c(c(OC)c1OC)-c1ccc(O)cc1[C@@H](NC(C)=O)CC2	-19%	0
CCCCCCCCn1sccc1=O	?	-6
CS(=O)(=O)c1ccc(C2=C(CNC(=O)c3cccs3)[C@H]3CC[C@@H](C2)N3Cc2ccco2)cc1	-1%	.
C[C@@H]1C[C@@H]2O[C@H]2/C=C\C=C\C(=O)Cc2c(Cl)c(O)cc(O)c2C(=O)O1	3%	6

The listing picks up, starting two compounds before the break.
SMILES	RXFP1 agonist	D1 agonist	D1 antagonist	D1 PAM	Vif-A3F inh	LDHA inh	D2 potentiator	Vif-A3G inh	GRP78 ERSR act
Cn1c(O)c(C(=NCCN2CCCCC2)c2ccccc2Cl)c(=O)n(C)c1=O	0.3%	1	12	3	-6%	-7	-1	1%	-1%
COc1ccc(C2NCc3ccccc3-n3cccc32)cc1 (stereo not drawn)	0.3%	10	11	-1	4%	-1	-11	-3%	-5%
COC(=O)C1=C(c2ccc(OC)c(OC)c2)C[C@@H]2CC[C@H]1N2C(=O)NCc1cccc2ccccc12	1.3%	-3	.	-6	3%	3	9	-5%	-3%
CC(C(=O)N1CCC2(CC1)OCCO2)C1Sc2ccccc2NC1=O (stereo not drawn)	1.5%	0	-13	-5	-1%	-4	5	-1%	-4%
COc1ccc(O)c(CN2CCCC(C(=O)c3sccc3C)C2)c1 (stereo not drawn)	0.1%	-1	5	-7	1%	4	-13	2%	-2%
CN1CC(C(=O)c2ccc(Cl)cc2)C(c2ccc(N(C)C)cc2)C1 (stereo not drawn)	0.2%	7	15	-9	5%	-1	-10	-2%	-2%
Cc1cc(C(=O)OCC(=O)Nc2c(F)cccc2F)c(C)n1C1CC1	-0.5%	3	2	1	-4%	0&6	22	1%	-1%
CN1CCN(C(=O)COc2ccc(S(=O)(=O)Nc3ccc(Cl)cc3)cc2)CC1	.	.	.	.	-1%	0	.	-6%	-3%
CCOC(=O)CC1c2ccccc2-n2nncc2CN1CC1CCCCC1 (stereo not drawn)	.	.	.	.	1%	2	.	-1%	-2%
COc1ccc(/C=C2\C(=N\O)C3CCN2CC3)cc1	-0.8%	2	-13	-6	-2%	-6	-12	-1%	1%
CC12CCC3C(CCCC4CC(=O)CCC43C)C1CCC2O (stereo not drawn)	.	.	.	.	4%	-6	.	0%	-4%
O=C(O)C1C2CCC(O2)C1C(=O)Nc1ccc(Cl)cc1 (stereo not drawn)	0.2%	3	-7	-4	-5%	5	-8	-15%	-2%
O=c1[nH]c(=S)n(-c2ccccc2)c(O)c1C=NCCN1CCNCC1	2.0%	2	0	3	-3%	-5	4	2%	-2%
COc1ccc(NC(=O)N2Cc3ccccc3-n3nncc3C2)cc1	.	.	.	.	-5%	-1	.	2%	0%
Cc1ccc(CN2CCN(Cc3ccccc3)CC2)cc1	0.2%	1	10	-6	0%	-10	-19	2%	-3%
CCCC(=O)N(C)C1=Nc2ccc(Cl)cc2C(c2ccccc2)=[N+]([O-])C1	2.3%	3	8	11	0%	-2	7	-4%	-7%
CC12CCCCC1=[N+]([O-])CN2O (stereo not drawn)	0.1%	2	0	2	-3%	0	13	-5%	-3%
Nc1ccc(CC2=NCCN2)cc1	.	.	.	.	-1%	15	.	2%	-5%
CNCC1(c2ccccc2)CCCC1	0.9%	2	14	5	.	-2	8	-1%	-6%
COc1ccc(-c2cc(-c3ccccc3)[n+](C)c(-c3ccccc3)c2)cc1	2.0%	2	-5	2	13%	-3	1	-1%	-3%
COc1ccc(CCNCc2ccccc2F)cc1	3.0%	4	-14	-4	-13%	-13	8	2%	-4%
FC(F)(F)c1ccccc1CNCCc1c[nH]c2ccccc12	-0.3%	0	-14	-6	-24%	-6	3	-15%	-3%
Brc1ccc(-[n+]2c(-c3ccccc3)cc(-c3ccccc3)cc2-c2ccccc2)cc1	-0.8%	-1	5	-2	-6%	-9	5	-16%	-6%
COc1ccccc1-n1c(O)c(C=NCCN2CCNCC2)c(=O)[nH]c1=O	1.8%	1	12	4	-10%	-7	4	-5%	-5%
NC(=O)c1c(Br)n(C2OC(CO)C(O)C2O)c2ncnc(N)c12 (stereo not drawn)	.	.	.	.	13%	1	.	-1%	-7%
CS(=O)(=O)c1ccc(C2=C(CNC(=O)c3nccs3)[C@H]3CC[C@@H](C2)N3CCOc2ccccc2)cc1	.	.	.	.	-9%	-15	.	-1%	-5%
COC(=O)C1=C(c2c(C)noc2C)C[C@@H]2CC[C@H]1N2C(=O)NCC1CC1	0.5%	2	32	2	0%	-6	3	-6%	-4%
C[n+]1c(-c2ccccc2)cc(-c2ccc(O)cc2)cc1-c1ccccc1	-0.3%	-5	12	-2	8%	3	20	1%	3%
CN1CCc2nc(SCc3cccc(Br)c3)c(C#N)cc2C1	1.4%	1	0	-2	9%	1	-22	-3%	-2%
CCCc1ccc(OCC(=O)Nc2ccc(Cl)cc2C(=O)c2ccccc2)cc1	4.4%	2	-4	5	-5%	-5	0	-3%	-2%
CC(=O)C1(c2ccccc2)CCN(C(=O)C2CCC(=O)N(CCc3cccc(F)c3)C2)CC1 (stereo not drawn)	0.9%	3	-22	4	-17%	0	12	1%	-5%
Oc1ccc(CC2CC3CCN2CC3)cc1O (stereo not drawn)	-1.2%	0	-10	-4	-11%	11	-1	1%	-4%
CC(=O)c1c(C)n(Cc2ccccc2)c2ccc(O)cc12	1.2%	12	-18	-14	9%	-8	-4	-2%	-3%
CCN1C(=O)C(=Cc2cc(C)n(C3CC3)c2C)C(=O)N(CC)C1=S	-0.8%	6	-5	0	-5%	-1	-4	2%	-1%
O=C1OC(c2ccc([N+](=O)[O-])cc2)=N/C1=C/N1CC2CC(C1)c1cccc(=O)n1C2 (stereo not drawn)	0.0%	16	-12	0	-24%	-1	5	-25%	-5%
O=Cc1c(C(=O)O)n(Cc2ccccc2Cl)c2ccccc12	-0.6%	2	5	-6	-16%	-3	-1	1%	1%
C1CN(P2(N3CC3)=NP(N3CC3)(N3CC3)=NP(N3CC3)(N3CC3)=N2)CCO1 (stereo not drawn)	.	.	.	.	-7%	1	.	0%	-6%&-4%
CC(=NCc1ccco1)c1c(O)n(-c2ccc(Cl)cc2)c(=O)[nH]c1=O	0.8%	2	-5	-1	-19%	-6	-5	-2%	-4%
Cc1cc(C(=O)CS(=O)(=O)c2ccccc2)cc(C)c1OC(=O)N(C)C	-0.4%	2	-1	-1	-2%	0	4	0%	-4%
CC(C)=CCN1CC[C@@]2(C)c3cc(O)ccc3C[C@@H]1C2C (stereo partly drawn)	.	.	.	.	-1%	-6	.	0%	-1%&-3%
CC(Cc1cccs1)NCc1ccc(Cl)cc1 (stereo not drawn)	-0.2%	4	14	5	-12%	-8	-6	-2%	1%
